GLS inhibitor – inhibitors of human glutaminase (GLS). GLS enzymatic activity, qHTS titration. Potency, µM (doses to about 45.5 µM), for inactives: at the highest dose activity change, negative = inhibition, usual class: inhibitors. 410,000 compounds, 0.21% hits; note: potency is the fitted concentration of half-maximal effect; % is set by controls: 0 for no effect and ±100 for the full control effect
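Coupled fluorescence readout: glutamate oxidase/HRP/Amplex Red detect glutamate formed by hKGA from L-glutamine (1 mM solution added). Buffer 45 mM KH2PO4 pH 8.2, 0.02% Tween-20; reads at t0 and 30 min RT.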
RGS4 inh – inhibitors of human regulator of G protein signaling 4; P49798; Transcreener GDP fluorescence polarization, RGS4-accelerated GTP hydrolysis; Potency, µM (top dose mostly 114 µM), for inactives: top-dose activity change, negative = inhibition, most hits filed as inhibitors; 390,000 compounds, 0.039% hits; AID 504845; note: potency is the fitted concentration of half-maximal effect; % is set by controls: 0 for no effect and ±100 for the full control effect; nearly all actives have a fitted effect of over 75% in size; some results filed as inactive show a strong effect at the top dose
Target sequence (P49798 whole entry, looked up): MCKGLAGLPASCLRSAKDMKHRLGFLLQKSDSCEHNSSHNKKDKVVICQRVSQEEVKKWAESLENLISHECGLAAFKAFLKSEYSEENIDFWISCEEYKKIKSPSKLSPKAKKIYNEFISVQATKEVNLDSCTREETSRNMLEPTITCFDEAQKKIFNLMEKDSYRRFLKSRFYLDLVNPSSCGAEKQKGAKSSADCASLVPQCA
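MLSMR compounds (23 nl, pin-transferred) preincubated 10 min at room temperature with a 500nM (2x) first reagent, then RGS4 at 900nM (2x) plus Transcreener GDP mix added; fluorescence polarization (620/688 nm) read before and after 90 min at 30 °C.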
PI4K2A block – blocks human PI4K2A kinase activity; 420,000 compounds, 0.13% hits; Q9BTU6; purified PI4K2A, ADP-Glo luminescence, 1 h; hits give low values; activity change, negative = inhibition, % at 76.9 µM; AID 1346378; in the data active = activity change below about -50%; inconclusive = mostly about -30% to -49%;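 note: -100% = wells without enzyme as full effect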
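In this quantitative HTS, ADP production by PI4K2A was quantified luminescently after 1 h at ambient temperature; 100 microM adenosine served as plate-quality control.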
G9a block – inhibitors of human histone lysine methyltransferase G9a; G9a H3K9 monomethylation, AlphaScreen, 2 h; Potency, µM (top dose mostly 102 µM), for inactives: at the top dose activity, negative = inhibition, hits mostly inhibitors; 350,000 compounds, 8.8% hits; note: potency is the fitted concentration of half-maximal effect; % is set by controls: 0 for no effect and ±100 for the full control effect; nearly all actives have a fitted effect of over 75% in size
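AlphaScreen detection with an anti-monomethyl H3K9 antibody quantified product after a 2 h room-temperature reaction containing 500 nM biotinylated H3K9 peptide, 20 µM SAM and 20 nM enzyme, which had been preincubated 15 min with compound.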
JMJD2A Tudor inh – blocks the human JMJD2A Tudor domain; 390,000 compounds, 4.4% hits; Potency, µM (highest dose often 114 µM), without a hit: at the highest dose activity change, negative = inhibition, hits mostly inhibitors; AlphaScreen JMJD2A-Tudor / H3K4me3 peptide binding; O75164; note: potency is the fitted concentration of half-maximal effect; % is set by controls: 0 for no effect and ±100 for the full control effect; nearly all actives have a fitted effect of over 50% in size
ERG-DNA inh – inhibitors of human ERG Ets domain-DNA interaction. 370,000 compounds, 0.028% hits. P11308. Potency, µM (series often up to 76.9 µM), without a hit: at the top dose FP activity, negative = inhibition, most hits filed as inhibitors. fluorescence polarization, His-ERG Ets domain / labelled DNA; active = well fitted inhibition curve with a large enough effect in the polarisation, with a control signal flat; inconclusive = small, poorly fitted or top-dose-only effect, or effect the other way, or a change in a side signal; inactive = no such curve, though single readings can be large or run the other way; the % refers to the polarisation;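 note: polarization taken with two DNA probes labelled with fluorescein and Texas red; potency is the fitted concentration of half-maximal effect; % of control where 0% means no effect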
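His-tagged ERG Ets domain (1 uM in the protein solution; 300mM KCl, 50mM Tris-HCl, 1mM EDTA, 1mM DTT, pH 7.5) received compound, then a probe mix of 5 nM fluorescein-DNA and 100nM Texas-615-DNA. Fluorescence polarization was read for both dyes.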
HP1b chromo inh – blocks HP1-beta chromodomain binding to methylated histone tails | AlphaScreen HP1-beta / biotin-H3K9me3 peptide binding | 390,000 compounds, 0.56% hits | P83916 | AID 540317 | Potency, µM (top dose mostly 114 µM), for inactives: at the top dose activity change, negative = inhibition, most hits filed as inhibitors; note: potency is the fitted concentration of half-maximal effect; nearly all actives have a fitted effect of over 70% in size; inactives centre near 23
Target sequence (P83916 whole entry, looked up): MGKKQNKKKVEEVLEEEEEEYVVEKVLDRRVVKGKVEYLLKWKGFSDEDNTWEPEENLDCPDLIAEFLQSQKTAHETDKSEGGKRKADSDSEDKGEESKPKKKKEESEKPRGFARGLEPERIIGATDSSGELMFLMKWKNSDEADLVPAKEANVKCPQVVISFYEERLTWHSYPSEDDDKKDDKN
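HP1-beta protein (50 nM final) preincubated 30 min at room temperature with biotinylated H3(1-18)K9me3 peptide (50 nM) in PBS pH 7.4, 0.01% Tween-20, then compound added for 30 min. AlphaScreen streptavidin donor/nickel chelate acceptor beads (10 ug/mL final), 30 min dark, luminescence read.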
ALOX12 inh – inhibitors of human 12S-lipoxygenase ALOX12 | Potency, µM (doses to about 108 µM), for the others: at the top dose activity change, negative = inhibition, usual class: inhibitors | P18054 | AID 1671190 | 580,000 compounds, 1.1% hits | purified 12hLO, xylenol orange hydroperoxide absorbance; note: potency is the fitted concentration of half-maximal effect; % is set by controls: 0 for no effect and ±100 for the full control effect
Target sequence (P18054 whole entry, looked up): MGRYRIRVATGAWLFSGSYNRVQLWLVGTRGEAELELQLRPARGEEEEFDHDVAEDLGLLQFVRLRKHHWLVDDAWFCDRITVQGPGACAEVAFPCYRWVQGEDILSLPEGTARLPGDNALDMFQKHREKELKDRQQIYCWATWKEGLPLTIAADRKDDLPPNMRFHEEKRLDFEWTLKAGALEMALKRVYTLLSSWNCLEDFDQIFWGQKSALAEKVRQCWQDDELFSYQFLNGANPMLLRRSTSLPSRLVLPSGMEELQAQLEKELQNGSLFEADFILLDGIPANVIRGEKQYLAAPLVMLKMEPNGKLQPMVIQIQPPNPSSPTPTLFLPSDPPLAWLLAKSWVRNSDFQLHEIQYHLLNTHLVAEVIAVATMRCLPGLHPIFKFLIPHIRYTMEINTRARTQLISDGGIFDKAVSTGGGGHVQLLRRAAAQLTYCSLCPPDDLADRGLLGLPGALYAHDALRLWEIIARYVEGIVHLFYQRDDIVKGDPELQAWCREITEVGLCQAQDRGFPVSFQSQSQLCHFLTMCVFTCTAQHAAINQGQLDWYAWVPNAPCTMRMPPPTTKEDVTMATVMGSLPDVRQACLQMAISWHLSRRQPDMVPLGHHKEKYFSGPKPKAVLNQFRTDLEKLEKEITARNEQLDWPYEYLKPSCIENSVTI
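Purified human 12hLO at 150 nM in 25 mM Hepes, 0.01% Triton X-100, pH 7.0, preincubated 15 min at room temperature with compound. Reaction started with 40 uM arachidonic acid, 30 min at room temperature. Hydroperoxide measured by Fe-xylenol orange, 573/405 nm absorbance ratio.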
BAZ2B inh – inhibitors of human BAZ2B bromodomain; Potency, µM (series often up to 114 µM), inactives show at the highest dose activity change, negative = inhibition, usual class: inhibitors; AlphaScreen BAZ2B-H3K14Ac peptide displacement; 360,000 compounds, 4.4% hits; Q9UIF8; AID 504333; note: potency is the fitted concentration of half-maximal effect; % is set by controls: 0 for no effect and ±100 for the full control effect; nearly all actives have a fitted effect of over 60% in size
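AlphaScreen luminescence quantifies BAZ2B engagement of H3K14Ac peptide; the protein and biotinylated peptide are both at 50 nM final, buffer PBS pH 7.4 with 0.01% Tween-20, all steps at room temperature.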
Numbers without * were called inactive; u = inconclusive; x = not tested or not shown; [ ] = another dose, or the depositor's remark. Unless noted, calls come from the whole dose curve; as a rule, active = well fitted curve in the direction sought with a large enough effect; inconclusive = small, poorly fitted or top-dose-only effect, or another doubt; inactive = no such curve, though single readings can be large; an effect the other way counts as inactive or inconclusive. Not all compounds are listed, so the mix of outcomes need not match the whole.

GLS inhibitor,RGS4 inh,PI4K2A block,G9a block,JMJD2A Tudor inh,SMILES,ERG-DNA inh,HP1b chromo inh,ALOX12 inh,BAZ2B inh
14%,-5%,1,u,-11%,O=C(CN1CCN(c2ccccc2)CC1)N1CCN(c2ccccc2)CC1,x,5%,2%[57.4 µM],-5%
u,20%,4,74%[activator],25%,O=c1c2ccccc2nnn1Cc1ccccc1Cl,-6%,43%[activator],7%,0%
4%,23%,-4,u,-2%,O=C(Nc1ccc(Cl)c(S(=O)(=O)N2CCOCC2)c1)c1ccccn1,-6%,33%,9%,-34%
9%,7%,6,15%[59 µM],-20%,O=C(Cn1c(COc2ccccc2)nc2ccccc21)Nc1cc(Cl)ccc1Cl,-1%,21%,-27%,13%
-7%,-7%,-4,x,5%,COc1cc2[nH]cc(C(=O)NCc3ccccc3)c(=O)c2cc1OC,-3%,33%,-7%,u
2%,-2%[11.4 µM],-7,-2%,-8%,CC(=O)Nc1ccc(OCC(O)Cn2ccnc2C)cc1 (stereo unspecified),3%,45%[activator],1%,-12%
-8%,-3%,-3,-3%,-25%,COc1ccc(Oc2cccc(Cl)c2CNC(=O)CCC(=O)O)cc1,6%,33%,150%[activator],-11%
4%,14%,-5,9%,-7%,CS(=O)(=O)N(CC(=O)NCCSc1ccccn1)c1ccc(F)cc1,8%,35%,6%,-14%
1%,-30%,-5,u,13%,COc1ccc(C(=O)c2oc3nc(C)cc(C)c3c2N)cc1,-7%,77%[activator],u,5%
3%,16%,0,-7%,3%,COCC(=O)N(Cc1cc2ccc(C)cc2[nH]c1=O)c1ccc(C)cc1C,-5%,28%,-11%,6%
7%,-13%,-2,1%,-1%,COc1ccccc1OCC(=O)NCc1nc(-c2ccccc2)no1,16%,19%,6%,-12%
-3%,-41%,5,u,u,CC1=CC(C)(C)Nc2ccc(OC(=O)C(Cc3ccccc3)N3C(=O)c4ccccc4C3=O)cc21 (stereo unspecified),3%,u,-5%,u
-2%,-3%,1,-7%[59 µM],-4%,COc1cccc(CNC(=O)CSc2nc(=O)[nH]c3c2CCCC3)c1,-1%,31%,-30%,1%
0%,-14%[56.9 µM],0,45µM*,-11%[57.1 µM],COC(=O)C1=C(C)N(c2ccc(F)cc2)C(=O)C1,1%,61%[activator],-11%,12%
-5%,-17%,-1,5%[59 µM],-7%,Cc1ccc(-n2nc(C(=O)N3CCN(c4cc(Cl)ccc4C)CC3)c3c4ccccc4n(C)c3c2=O)cc1,-6%,26%,-1%,x
55%[activator],-31%,-6,37%[2.33 µM],3.2µM*,O=C(O)COc1ccccc1/C=C1\SC(=S)N(NC(=O)c2ccccc2O)C1=O,154%[activator],-2%,u,14µM*
1%,1%,0,-7%,-18%,CC(=O)c1ccc(NC(=O)COc2ccccc2C(=O)Nc2ccc(C)cn2)cc1,-6%,31%,-9%,-29%
-10%,-9%,-4,u,u,N#Cc1nc(COc2ccc(Br)cc2)oc1N1CCCC1,-1%,u,0%,25µM*
6%,1%,-1,x,-14%,Cc1ccc(C)c(OCC(=O)N(Cc2ccccc2)c2c(N)n(Cc3ccccc3)c(=O)[nH]c2=O)c1,2%[15.4 µM],11%,-2%,x
-3%,11%,0,-7%[12.7 µM],3%,CCOC(=O)C1=C(COC(=O)c2ccco2)NC(=O)NC1CC (stereo unspecified),4%,50%[activator],17%,-5%
-12%,u,-4,16µM*,84%[activator],COC(=O)c1ccccc1CSc1nsc(C)c1C#N,-1%,48%[activator],x,87%[activator]
-1%,-6%,-6,2%,11%,Cc1cc(C)n(-c2cc(=O)n(C)c(=O)n2C)n1,8%,56%,1%,-6%
2%,7%,3,-10%[12.7 µM],-17%,CN(C(=O)c1c(Cl)nc2sccn12)C1CCCCC1,-13%,20%,6%,4%
1%,-14%,-1,x,-5%,COc1ccc(NC(=O)c2sc3nc(N4CCOCC4)c4c(c3c2N)CC(C)(C)OC4)cc1,9%,59%[activator],u,-1%
-1%,9%[56.9 µM],2,2%,-27%,CCC(C)[C@H](NC(=O)N1CCCCCC1)C(=O)O (stereo partly specified),25%,6%,u,-14%
2%,8%,-2,25%[59 µM],6%,CCc1c(C)nc2ncnn2c1NCCc1ccc(OC)c(OC)c1,1%,35%[activator],1%,10%
1%,-19%,0,-32%[0.0925 µM],-9%,Cc1nc(NCc2ccco2)c2c3c(sc2n1)CCC3,-4%,22%,u,u
10%,10%,-5,8%,-14%,Cc1cc(S(=O)(=O)NCc2ccccc2)ccc1OCC(=O)NCc1cccnc1,-11%,3%,-21%,1%
-9%,24%,0,u,-25%,CCOC(=O)c1c(NC(=O)COC(=O)c2ccc(C)s2)sc2c1CC(C)(C)NC2(C)C,3%,-12%,u,0%
-1%,-23%[56.9 µM],-2,-26%,-12%,CCN(C(=O)CN1C(=O)S/C(=C\c2cccc(Cl)c2)C1=O)C1CCS(=O)(=O)C1 (stereo unspecified),22%,64%[activator],0%,-21%
-1%,-20%,2,0%,2%,Cc1c(NC(=O)C(C)Oc2ccccc2F)c(=O)n(-c2ccccc2)n1C (stereo unspecified),8%,8%,0%,0%
6%,7%,-1,u,-15%,COc1ccc(NC(=O)CN(C)C(=O)/C=C/c2ccc(S(=O)(=O)N3CCCCCC3)cc2)cc1,x,19%,u,-28%
10%,3%,3,16%[59 µM],-1%,CCC(C)NC(=O)CO/N=C/c1ccccc1OC(F)F (stereo unspecified),-4%,19%,-7%,9%
17%,-19%[56.9 µM],-1,u,-2%[57.1 µM],N#CC1=C(N)SC(C(=O)c2ccccc2)C1c1cccs1 (stereo unspecified),-4%,20%,-22%,-39%
0%,-9%,-4,26%[12.7 µM],-17%,COc1ccccc1OCC(=O)NNC(=O)CSC(=S)N1CCCC1,-2%,29%,7%,4%
-1%,-24%,1,u,-20%,Cc1ccc(NC(=O)CCc2ccc(C)o2)cc1,1%,33%[activator],-7%,u
2%,-10%,3,9%[59 µM],-20%,O=C(Cn1nc(-c2ccccc2)nc(Cc2ccccc2)c1=O)Nc1ccc(Cl)cc1,-3%,22%,-28%,-3%
-1%,3%,0,-8%[12.7 µM],21%,CCCNC(=O)Cn1cnc2sc(C(=O)N3CCN(CCC)CC3)c(C)c2c1=O,-7%,24%,3%,3%
-7%,-10%,3,-34%[59 µM],-20%,Cc1cc(C)cc(NC(=O)CSc2nnc(-c3ccccc3Br)o2)c1,15%,22%,u,-2%
-1%,6%,-5,x,-26%,CC(CNCCCn1cnc2c(OCc3ccccc3)ncnc21)c1ccccc1 (stereo unspecified),-1%,15%,u,x
-8%,-10%,-1,-3%[59 µM],-13%,CCC(=O)N1CCN(c2ccccc2NC(=O)c2ccc(-c3cccc([N+](=O)[O-])c3)o2)CC1,-5%,6%,0%,-29%
0%,-28%[56.9 µM],-2,u,u,O=C(Nc1ccc2nccnc2c1)c1ccco1,-11%,27%,408%[activator],-4%
6%,-10%,0,-6%[59 µM],-27%,O=C(c1ccc(Cl)cc1)N(Cc1ccc(Br)cc1)N1C(=O)CCC1=O,-5%,8%,-5%,-8%
10%,-12%,-1,u,-34%,Cc1ccc2oc(C(=O)Nc3ccc(S(=O)(=O)Nc4onc(C)c4C)cc3)c(C)c2c1,0%,-3%,x,u
22%,-4%,2,-4%[12.7 µM],-7%,O=C(CCN1C(=O)C2C3C=CC(C3)C2C1=O)N1CCN(c2ccc(F)cc2)CC1 (stereo unspecified),-1%,27%,1%,6%
-3%,-7%,2,3%,17%,CN(C1=NC(=O)CS1)c1ccc(O)cc1,-5%,24%,-13%,-12%
-13%,-22%,-4,-34%[59 µM],-28%,CCOC(=O)c1cc(C)n(CC2CCC(C(=O)Nc3ccc(C)c(F)c3)CC2)c1C (stereo unspecified),1%,14%,-23%,u
1%,-53%,-3,8%,-3%,Cc1nn(-c2ccccc2)c(C)c1-c1nnc(-c2c(C)nn(-c3ccccc3)c2C)o1,-12%,20%,u,0%
8%,-34%,1,x,-19%,Cc1ccc(C(=O)NC(=S)Nc2ccc(CN3CCCCC3)cc2)c(C)c1,1%,10%,-23%,-25%
7%,u,-1,36%[0.501 µM],0%,Fc1ccc(Sc2cc(Cl)c(-c3ccccc3)nn2)cc1,-4%,42%[activator],30%[activator],-6%
-7%,-36%,-6,x,-16%,COc1ccc(Cc2nnc(NC(=O)c3cccc([N+](=O)[O-])c3C)s2)cc1,0%,17%,-3%,0%

Complete entries, quoted from the list. Order of screens: GLS inhibitor	RGS4 inh	PI4K2A block	G9a block	JMJD2A Tudor inh	ERG-DNA inh	HP1b chromo inh	ALOX12 inh	BAZ2B inh
Profile of CCOC(=O)c1cc(C)n(CC2CCC(C(=O)Nc3ccc(C)c(F)c3)CC2)c1C (stereo unspecified) : -13%	-22%	-4	-34%[59 µM]	-28%	1%	14%	-23%	u
Profile of O=C(Nc1ccc2nccnc2c1)c1ccco1 : 0%	-28%[56.9 µM]	-2	u	u	-11%	27%	408%[activator]	-4%
Profile of COc1ccc(Cc2nnc(NC(=O)c3cccc([N+](=O)[O-])c3C)s2)cc1 : -7%	-36%	-6	x	-16%	0%	17%	-3%	0%

Bioassay records: PubChem, National Center for Advancing Translational Sciences (NCATS)
